BLM inh = blocks DNA unwinding by human BLM helicase; recombinant BLM DNA unwinding, fluorescence dequenching; P54132; Potency, µM (titrated, usually from 56.1 µM), inactives show at the highest dose activity change, negative = inhibition, usual class: inhibitors; actives 0.2% (n = 350,000);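 also: plate controls were vehicle for no effect and no enzyme for full effect; nearly all actives have a fitted effect of over 35% in size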
Pol iota inh = inhibitors of human DNA polymerase iota; Pol iota fluorescent replication assay, 10 min; Q9UNA4; actives 1% (n = 390,000); Potency, µM (top dose mostly 115 µM), without a hit: at the highest dose activity, negative = inhibition, most hits filed as inhibitors; AID 588590
Target sequence (Q9UNA4 whole entry, looked up): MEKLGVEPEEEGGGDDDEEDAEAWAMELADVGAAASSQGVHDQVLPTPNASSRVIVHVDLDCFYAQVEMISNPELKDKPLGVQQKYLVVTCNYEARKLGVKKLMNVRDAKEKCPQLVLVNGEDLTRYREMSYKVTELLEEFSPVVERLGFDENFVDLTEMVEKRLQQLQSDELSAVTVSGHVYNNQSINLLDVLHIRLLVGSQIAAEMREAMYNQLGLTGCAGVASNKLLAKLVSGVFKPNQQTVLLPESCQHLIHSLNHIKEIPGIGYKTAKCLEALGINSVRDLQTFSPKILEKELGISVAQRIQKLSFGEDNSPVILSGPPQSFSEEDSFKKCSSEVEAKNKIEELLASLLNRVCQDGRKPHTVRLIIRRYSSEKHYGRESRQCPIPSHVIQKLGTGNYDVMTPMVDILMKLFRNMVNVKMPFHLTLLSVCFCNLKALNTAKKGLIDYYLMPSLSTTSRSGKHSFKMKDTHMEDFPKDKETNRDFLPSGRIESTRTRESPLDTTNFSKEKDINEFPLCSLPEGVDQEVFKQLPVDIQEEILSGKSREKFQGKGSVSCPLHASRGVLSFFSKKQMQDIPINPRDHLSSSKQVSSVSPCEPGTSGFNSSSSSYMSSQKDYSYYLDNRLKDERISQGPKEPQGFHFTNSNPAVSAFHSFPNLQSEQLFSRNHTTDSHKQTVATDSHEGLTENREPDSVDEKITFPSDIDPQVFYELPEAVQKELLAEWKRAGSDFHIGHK
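Pol iota at 10 nM preincubated 15 min with compounds at room temperature; reaction started with fluorescent substrate, 50 nM final. Fluorescence read kinetically at 0 and 10 min; buffer-only wells as negative control.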
G9a inh = inhibitors of human histone lysine methyltransferase G9a. actives 8.8% (n = 350,000). AID 504332. G9a H3K9 monomethylation, AlphaScreen, 2 h. Q96KQ7. Potency, µM (series often up to 102 µM), without a hit: at the highest dose activity, negative = inhibition, actives largely listed as inhibitors; also: % is scaled to controls: 0 for no effect and ±100 for the full control effect; nearly all actives have a fitted effect of over 75% in size
Target sequence (Q96KQ7 913-1193 limits assumed): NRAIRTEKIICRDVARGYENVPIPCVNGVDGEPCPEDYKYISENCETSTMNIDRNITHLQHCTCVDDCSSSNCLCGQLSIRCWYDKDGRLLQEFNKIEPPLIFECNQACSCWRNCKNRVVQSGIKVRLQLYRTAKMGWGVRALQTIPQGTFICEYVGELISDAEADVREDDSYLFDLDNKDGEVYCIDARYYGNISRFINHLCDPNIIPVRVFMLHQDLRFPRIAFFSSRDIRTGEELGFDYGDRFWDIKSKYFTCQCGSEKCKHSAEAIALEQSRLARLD
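Quantitative HTS format: methyltransferase activity on a biotin-tagged H3K9 peptide is measured by AlphaScreen, using a rabbit anti-monomethyl-H3K9 antibody with streptavidin donor and anti-IgG acceptor beads. Final levels are 20 nM enzyme, 500 nM peptide, 20 uM SAM; 2 h RT.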
Pol kappa inh = DNA polymerase kappa (human) inhibition | Q9UBT6 | purified Pol kappa, fluorescent DNA synthesis assay, 10 min | Potency, µM (highest dose often 107 µM), for the others: top-dose activity, negative = inhibition, actives largely listed as inhibitors | actives 0.53% (n = 400,000) | AID 588579; also: % is scaled to controls: 0 for no effect and ±100 for the full control effect
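10 nM Pol kappa was preincubated with compounds for 15 min at room temperature. Reaction started with 50 nM (final) substrate. Fluorescence read kinetically at 0 and 10 min.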
Pol eta inh = inhibitors of human DNA polymerase eta. Q9Y253. recombinant Pol eta, fluorescent DNA replication assay. Potency, µM (series often up to 114 µM), for the others: at the highest dose activity change, negative = inhibition, hits mostly inhibitors. actives 1.2% (n = 390,000); also: % is scaled to controls: 0 for no effect and ±100 for the full control effect
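Pol eta at 10 nM preincubated with compounds 15 min at room temperature; reaction started with fluorescent substrate (50 nM final) and read kinetically at 0 and 10 min.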
BAZ2B inh = blocks human BAZ2B; Potency, µM (titrated, usually from 114 µM), inactives show top-dose activity change, negative = inhibition, most hits filed as inhibitors; actives 4.4% (n = 360,000); AID 504333; AlphaScreen BAZ2B-H3K14Ac peptide displacement; also: % is scaled to controls: 0 for no effect and ±100 for the full control effect; nearly all actives have a fitted effect of over 60% in size
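In this displacement format the biotinylated H3(5-23) peptide acetylated at Lys14 serves as ligand at 50 nM, with BAZ2B at 50 nM in PBS pH 7.4 containing 0.01% Tween-20. Donor and acceptor beads are 10 ug/mL final.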
APE1 inh = blocks human APE1 abasic DNA cleavage. P27695. recombinant APE1, TAMRA/BHQ-2 abasic DNA cleavage fluorescence. Potency, µM (top dose mostly 65.8 µM), inactives show at the highest dose activity change, negative = inhibition, hits mostly inhibitors. actives 0.35% (n = 350,000). AID 2517;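 also: plate controls were vehicle for no effect and reference inhibitor for full effect; nearly all actives have a fitted effect of over 55% in size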
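APE1 at 0.75 nM preincubated 15 min at room temperature with compound. Reaction then started with 50 nM double-stranded THF-abasic substrate labelled with TAMRA/BHQ-2, and 525/598 nm fluorescence read kinetically. Activity taken as third-minus-first read difference, normalized to DMSO and NSC13755 controls.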
POLB inh = DNA polymerase beta (human) inhibition; P06746; Pol beta primer extension/strand displacement, fluorescence kinetic; Potency, µM (series often up to 114 µM), for the others: at the top dose activity change, negative = inhibition, most hits filed as inhibitors; actives 1.3% (n = 340,000); AID 485314; also: % is scaled to controls: 0 for no effect and ±100 for the full control effect
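Pol beta (10 nM) and compounds were preincubated 15 min at room temperature, then 50 nM substrate (final) started primer extension/strand displacement. Reads were taken at 0 and 10 min; concentration-response data were fitted to a four-parameter Hill equation.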
Apoferritin bind = candidate novel general anesthetic via apoferritin binding; P02791; apoferritin/1-aminoanthracene competitive binding, fluorescence; Potency, µM (top dose mostly 77.5 µM), for the others: at the top dose activity change, negative = displacement, most hits filed as inhibitors; actives 0.074% (n = 350,000); also: % is scaled to controls: 0 for no effect and ±100 for the full control effect; nearly all actives have a fitted effect of over 20% in size
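In PBS, apoferritin at 10 uM is loaded with 1-AMA from a 50% saturated solution. After 10 min of compound exposure at ambient temperature, reduced 535 nm fluorescence indicates probe displacement.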
The depositor's hits bear a star; u = inconclusive; x = no result given; [ ] = dose if it differs, or a comment. Calls follow the shape of the dose curve; as a rule, active = well fitted curve in the direction sought with a large enough effect; inconclusive = small, poorly fitted or top-dose-only effect, or another doubt; inactive = no such curve, though single readings can be large; an effect the other way counts as inactive or inconclusive. Potency is read from the fitted curve at half-maximal effect. This is a subset, so the mix of outcomes need not match the whole.

SMILES	BLM inh	Pol iota inh	G9a inh	Pol kappa inh	Pol eta inh	BAZ2B inh	APE1 inh	POLB inh	Apoferritin bind
COc1ccc(N(CC(=O)Nc2cccc([N+](=O)[O-])c2C)S(C)(=O)=O)cc1OC	3%	13%	-1%[59 µM]	-1%	-10%	3%	-6%	10%	-13%
CCCC(C)C(=O)Nc1ccc(S(N)(=O)=O)cc1 (stereo not drawn)	1%	32%[activator]	u	4%	-13%	7%	1%	-1%	u
CC1=C([N+](=O)[O-])C(c2ccccc2)NC(=O)N1 (stereo not drawn)	-11%	92%[activator]	x	-16%	-26%	-32%	-6%	-1%	-16%
COc1cccc(Nc2nnc(SCN3C(=O)c4ccccc4C3=O)s2)c1	6%	5%	u	-1%	-10%	1%	6%	36%	-8%
O=C(O)[C@@H]1CCCN1C(=O)c1ccco1	2%	7%	13%[59 µM]	-6%	-8%	9%	1%	-20%	6%
O=C(Nc1ccc(OC(F)F)cc1)c1cc(S(=O)(=O)N2CCCCC2)ccc1N1CCOCC1	x	11%	16µM*	-4%	-18%	28%	-4%	x	x
Clc1cccc(-c2nnc(CN3CCN(c4ccccn4)CC3)o2)c1	-1%	-6%	-34%[59 µM]	u	-14%	-8%	x	10%	5%
COc1ccc(NS(=O)(=O)c2cccc(C(=O)NN=Cc3cc(Br)c(O)c(Br)c3)c2)cc1	x	16µM*	x	u	45µM*	x	-15%	x	x
C=CCn1c(SCC(=O)c2ccc(O)c(O)c2)nnc1-c1cccc(C)c1	x	79µM*	u	45µM*	16µM*	50µM*	-6%	x	x
COc1ccc(S(=O)(=O)c2cn(C)c3cc(N4CCOCC4)c(F)cc3c2=O)cc1	-1%	23%	7%[59 µM]	8%	-6%	0%	x	-1%	-15%
CCS(=O)(=O)Nc1cc(OC)c(OC)cc1Cc1nccc2cc(OC)c(OC)cc12	-3%	9%	47%[activator][12.7 µM]	1%	-16%	u	8%	5%	-6%
O=C(COc1ccc(S(=O)(=O)N2CCCCC2)cc1)N1CCCCCC1	1%	-12%	16%[59 µM]	-5%	2%	6%	2%	10%	-16%
Cc1ccc(-c2nnn(CC(=O)NCCc3ccc4c(c3)OCO4)n2)o1	-2%	-8%	u	-8%	-8%	-8%	-6%	-24%	0%
Cn1c(=O)n(C)c2cc(N3CCOCC3)c(NS(=O)(=O)c3cccc(C#N)c3)cc21	-9%	50%[activator]	6.3µM*	-1%	5%	22µM*	x	15%	-10%
CCC(=O)NC(=S)Nc1ccc(S(=O)(=O)NC2CCCCC2)cc1	-4%	105%[activator]	u	-13%	-23%	u	4%	-1%	u
O=C(N/N=C/C1CC2CCC1C2)C1CC1 (stereo not drawn)	0%	3%	35%	7%	10%	-3%	23%	u	-8%
COC(=O)C1SCC2C(=O)N(Cc3ccc(Cl)cc3)CC(=O)N21 (stereo not drawn)	-5%	22%	-16%	9%	-12%	-2%	u	7%	-1%
CCS(=O)(=O)N1Cc2ccccc2CC1C(=O)Nc1nc2ccc(F)cc2s1 (stereo not drawn)	-11%	4%	32µM*	-11%	u	-2%	-11%	-2%	5%
CC(=O)Nc1cccc(-c2csc(Nc3ccc(C)cn3)n2)c1	-16%	-17%	u	-25%	u	u	11%	21%	-16%
NC1=NC(=O)/C(=C/c2cn(CCC(=O)O)nc2-c2ccc(F)cc2)S1	5%	7%	-12%	-16%	u	-9%	u	24%	-9%
CC1=[N+]([O-])C(C)(C)C(c2ccc(Br)cc2)=[N+]1[O-]	1%	3%	-16%[59 µM]	-17%	-18%	-1%	-12%	3%	-8%
O=C(NC1CCCC1)C(c1ccncc1)N(C(=O)c1csnn1)c1cccc(Cl)c1 (stereo not drawn)	-1%	22%	11%	2%	-24%	-2%	3%	15%	0%
Cc1cc(C(=O)CSc2ncccn2)c(C)n1-c1cccc(F)c1	1%	37%[activator]	u	0%	-18%	-39%	-2%	1%	3%
COc1ccc(S(=O)(=O)N2CCCCC2)cc1NC(=O)CN(C)C1CCCCC1	-5%	10%	-6%	-3%	-25%	-19%	u	25%	16%
CC(C)Cc1csc(NC(=O)c2ccccc2Cl)c1C(=O)O	0%	31%[activator]	11%[59 µM]	-19%	-7%	-5%	3%	19%	-3%

Shown comma-delimited: part of the list above.
smiles,BLM inh,Pol iota inh,G9a inh,Pol kappa inh,Pol eta inh,BAZ2B inh,APE1 inh,POLB inh,Apoferritin bind
COc1cccc(Nc2nnc(SCN3C(=O)c4ccccc4C3=O)s2)c1,6%,5%,u,-1%,-10%,1%,6%,36%,-8%
COc1ccc(NS(=O)(=O)c2cccc(C(=O)NN=Cc3cc(Br)c(O)c(Br)c3)c2)cc1,x,16µM*,x,u,45µM*,x,-15%,x,x
Cc1ccc(-c2nnn(CC(=O)NCCc3ccc4c(c3)OCO4)n2)o1,-2%,-8%,u,-8%,-8%,-8%,-6%,-24%,0%
COc1ccc(S(=O)(=O)N2CCCCC2)cc1NC(=O)CN(C)C1CCCCC1,-5%,10%,-6%,-3%,-25%,-19%,u,25%,16%
O=C(NC1CCCC1)C(c1ccncc1)N(C(=O)c1csnn1)c1cccc(Cl)c1 (stereo not drawn),-1%,22%,11%,2%,-24%,-2%,3%,15%,0%
CCCC(C)C(=O)Nc1ccc(S(N)(=O)=O)cc1 (stereo not drawn),1%,32%[activator],u,4%,-13%,7%,1%,-1%,u

(cont.)
SMILES	BLM inh	Pol iota inh	G9a inh	Pol kappa inh	Pol eta inh	BAZ2B inh	APE1 inh	POLB inh	Apoferritin bind
O=C(Nc1ccc2c(c1)OCCO2)C(=O)c1c[nH]c2ccccc12	-5%	31%[activator]	69%[activator]	2%	-16%	1%	15%	4%	-6%
CCCCc1nc(N)c(C#N)c(-c2ccco2)c1CCC	-11%	21%	u	-14%	-6%	-1%	4%	21%	3%
CCC1(C)CC(CCN(Cc2ccco2)C(C)=O)(c2ccccc2)CCO1 (stereo not drawn)	-2%	-4%	x	-18%	-14%	u	3%	-7%	-11%
Fc1cccc(CSc2nc3ncc(Cl)cc3[nH]2)c1	-7%	71µM*	63%[activator][59 µM]	-10%	-22%	16%	1%	35µM*	6%
CCN(CC)S(=O)(=O)c1cc(NC(=O)Cn2ncc(Cl)c(Cl)c2=O)ccc1C	-15%	25µM*	0%	71µM*	35µM*	-18%	u	28µM*	-15%
O=C(OCc1cccc([N+](=O)[O-])c1)c1cccnc1	10%	15%	-47%	-1%	-4%	-13%	-1%	13%	-18%
c1ccc2c(c1)NC1(CCCCC1)n1c-2nc2ccccc21	-1%	u	16%[59 µM]	-11%	-7%	-7%	3%	-16%	62%[activator]
Fc1ccc(-c2ccnc3nc(-n4cccc4)nn23)cc1	-4%	79µM*	-29%	-3%	-18%	-8%	16%	u	-6%
O=C(NCc1cccnc1)C1CC2c3ccccc3C1c1ccccc12 (stereo not drawn)	-4%	4%	3%	-18%	14%	-21%	3%	u	-3%
O=C(COC(=O)Cc1ccc(Cl)cc1Cl)Nc1ccccc1OC(F)F	-5%	19%	0%[59 µM]	-6%	-31%	36%	-4%	0%	-12%
Cc1cccc2sc(NC(=O)C3CCN(C(=O)c4ccco4)CC3)nc12	-7%	-5%	u	-7%	0%	-14%	-4%	37%	9%
COC(=O)c1ccc(/C=C(/NC(=O)c2ccccc2)C(=O)N2CCOCC2)cc1	-2%	30%[activator]	-3%	1%	-1%	-1%	20%	17%	-1%
COc1ccc(C(=O)n2cnc3ccccc32)cc1	-2%	18%	15%	4%	-14%	-5%	-1%	83%	7%
CC(=O)c1ccc(N2C(=O)CC(N3CCN(S(=O)(=O)c4ccc(C)c(C)c4)CC3)C2=O)cc1 (stereo not drawn)	x	-8%	x	-5%	-5%	x	8%	x	x
O=C(C[n+]1cccc(CNC(=O)c2ccc(OC(F)F)cc2)c1)Nc1cccc(C(F)(F)F)c1	-7%	-3%	-2%[2.33 µM]	-4%	-26%	-39%	0%	16%	7%
CC(C)(C)N(NC(=O)Nc1ccc(Cl)c(Cl)c1)C(=O)c1ccccc1	-4%	-1%	35%[2.33 µM]	3%	-5%	-6%	12%	27%	-22%
COc1ccc(S(=O)(=O)N(C)C)cc1NS(=O)(=O)c1ccc(F)c(F)c1F	-6%	101%[activator]	-3%[59 µM]	-7%	-25%	6%	1%	23%	0%
CCN(CC)S(=O)(=O)c1ccc(C(=O)NCCc2cc3c(OC)ccc(OC)c3[nH]c2=O)cc1	0%	24%	13%	-10%	-17%	-32%	u	-28%	-11%
Cc1cc(=O)n(C)c(=O)n1CCCNc1ccccc1	0%	-17%	16µM*	-2%	3%	50µM*	0%	-13%	-2%
CCCCCC/C=C\CCCCCCCc1cccc(O)c1C(=O)O	3%	x	3%[2.33 µM]	u	x	x	3%	x	-22%
O=C(Cn1nc(Cc2cccnc2)c2ccccc2c1=O)Nc1cc(F)ccc1F	-2%	-8%	x	4%	-17%	-5%	1%	0%	-6%
CCN(C(=O)c1cc2c(s1)-c1ccccc1OC2)c1cccc(C(F)(F)F)c1	-10%	-10%	152%[activator][59 µM]	4%	-19%	121%[activator]	x	13%	-5%
CCOc1ccc(N2C(=O)CC(NC3CCN(C(=O)c4cccs4)CC3)C2=O)cc1 (stereo not drawn)	-2%	12%	u	0%	-4%	-13%	30%	-13%	-5%
COc1ccccc1NC(=O)C1=C(C)NC(SCC(=O)c2ccccc2)=C(C#N)C1c1ccco1 (stereo not drawn)	-5%	u	u	u	u	-1%	u	u	4%
CCOC(=O)C(C(=O)Nc1cccc(C)c1)C1CCCCC1 (stereo not drawn)	-4%	20%	10%	-3%	-2%	-4%	-2%	15%	-19%
COc1ccc(S(=O)(=O)c2c(Nc3c(C)cccc3C)sc(C(=O)c3ccc(F)cc3)c2N)cc1	-5%	-8%	0%[59 µM]	-16%[60.1 µM]	-17%	-31%	x	0%	36%[activator]
COC1=C(Nc2ccc(C)cc2)C(=O)c2ccccc2C1=O	-7%	u	8.9µM*	-16%	-14%	7.9µM*	u	u	1%
CCCOc1ccc(N/C=C/C(=O)C(C)(C)C)cc1	-6%	-17%	3%	-5%	-3%	-5%	-2%	2%	-9%
CCN(CC)S(=O)(=O)c1ccc(N2C(=O)Nc3ccccc3N2O)cc1	2%	6%	7%[59 µM]	-16%	-12%	1%	4%	1%	-3%
